TSG101-PTAP inh – blocks PTAP/TSG101 interaction to inhibit HIV-1 budding. 340,000 tested, under 10 active. Potency, µM (top dose mostly 115 µM), for the others: at the top dose activity change, negative = inhibition, usual class: inhibitors. Fluorescence polarization, FITC-PTAP peptide / Tsg101 binding. AID 493005. Q99816; active = well fitted inhibition curve with a large enough effect in the main read-out, with a control signal flat, not every such curve was filed as active; inconclusive = small, poorly fitted or top-dose-only effect, or effect the other way, or a change in a side signal; inactive = no such curve, though single readings can be large or run the other way; note: potency is the fitted concentration of half-maximal effect; % of control where 0% means no effect
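Steps: Tsg101 binding domain dispensed (10 uM final), compounds pinned in DMSO, FITC-labeled PTAP-motif peptide added (50 nM final); after 20 min binding at room temperature, polarization measured.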
Mito fusion yeast – mitochondrial division inhibition or fusion activation; S. cerevisiae fusion-defective mutant growth rescue, CellTiterGlo 48 h; Potency, µM (titrated, usually from 46.1 µM), for inactives: top-dose growth rescue (activation), usual class: activators; 0.23% of 320,000 active; AID 485298;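 note: potency is the fitted concentration of half-maximal effect; % of control where 0% means no effect; nearly all actives have a fitted effect of over 45% in size; temperature-sensitive fusion mutants such as fzo1-1 at 37 °C on non-fermentable ethanol glycerol medium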
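Temperature-sensitive fusion-defective S. cerevisiae (e.g. fzo1-1, mgm1-5) were grown with compound in YPEG medium (3% ethanol, 3% glycerol) for 48 hours at 37C. Growth rescue was measured as viability by CellTiterGlo luminescence after 10 minutes at ambient.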
Eya2 phos inh – blocks the phosphatase activity of human Eya2; O00167; recombinant Eya2, OMFP fluorescence dephosphorylation (OMFP is methylfluorescein phosphate); Potency, µM (highest dose often 76.9 µM), for the others: at the highest dose activity, negative = inhibition, hits mostly inhibitors; 0.006% of 330,000 active; AID 488837; note: potency is the fitted concentration of half-maximal effect; % is set by controls: 0 for no effect and ±100 for the full control effect
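Eya2 protein (added as 0.2 uM solution) was preincubated with compound for 10 min at ambient temperature in 50 mM HEPES pH 7.5, 50 mM NaCl, 5 uM MgCl2, 0.05% BSA, 1 mM DTT. OMFP (added at 50 uM) then reacted 10 min; fluorescence read at 485/525 nm.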
B2AR arrestin – agonists driving beta-arrestin recruitment to human beta2-adrenergic receptor. P07550. beta-arrestin recruitment to beta2AR, cell-based reporter. Potency, µM (highest dose often 46.1 µM), for inactives: at the highest dose activation, most hits filed as activators. 0.02% of 330,000 active;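 note: potency is the fitted concentration of half-maximal effect; 0% = DMSO controls and full agonism = EC100 isoproterenol or metaproterenol; nearly all actives have a fitted effect of over 65% in size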
Target sequence (P07550 whole entry, looked up): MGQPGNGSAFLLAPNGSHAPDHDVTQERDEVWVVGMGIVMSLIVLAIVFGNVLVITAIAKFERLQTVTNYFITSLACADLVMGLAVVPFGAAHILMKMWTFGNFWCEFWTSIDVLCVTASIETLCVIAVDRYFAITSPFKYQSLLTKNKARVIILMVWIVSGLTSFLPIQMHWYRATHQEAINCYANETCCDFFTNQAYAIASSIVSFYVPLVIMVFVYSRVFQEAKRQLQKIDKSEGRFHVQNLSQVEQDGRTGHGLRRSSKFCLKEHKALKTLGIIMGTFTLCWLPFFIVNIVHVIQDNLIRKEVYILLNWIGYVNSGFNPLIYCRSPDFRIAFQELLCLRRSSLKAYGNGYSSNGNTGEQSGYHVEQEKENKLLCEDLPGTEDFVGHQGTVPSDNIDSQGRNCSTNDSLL
uPA surface inh – blocks generation of uPA at the cell surface. cell surface uPA generation assay, qHTS. Potency, µM (doses to about 38.3 µM), for the others: at the top dose activity change, negative = inhibition, actives largely listed as inhibitors. 0.31% of 330,000 active. AID 540303; active = well fitted inhibition curve with a large enough effect; inconclusive = small, poorly fitted or top-dose-only effect; inactive = no such curve, though single readings can be large or run the other way; tested in mouse RAW 264.7 cells; note: potency is the fitted concentration of half-maximal effect; % is set by controls: 0 for no effect and ±100 for the full control effect; nearly all actives have a fitted effect of over 55% in size
Tb PFK inh – T. brucei PFK enzyme inhibition; AID 485367; 0.17% of 330,000 active; T. brucei PFK, ADP-Glo luminescence; Potency, µM (titrated, usually from 57.5 µM), inactives show top-dose activity, negative = inhibition, most hits filed as inhibitors;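 note: potency is the fitted concentration of half-maximal effect; 0% = uninhibited 1x PFK enzyme wells and -100% = no-enzyme wells; nearly all actives have a fitted effect of over 60% in size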
Target sequence (O15648 whole entry, looked up): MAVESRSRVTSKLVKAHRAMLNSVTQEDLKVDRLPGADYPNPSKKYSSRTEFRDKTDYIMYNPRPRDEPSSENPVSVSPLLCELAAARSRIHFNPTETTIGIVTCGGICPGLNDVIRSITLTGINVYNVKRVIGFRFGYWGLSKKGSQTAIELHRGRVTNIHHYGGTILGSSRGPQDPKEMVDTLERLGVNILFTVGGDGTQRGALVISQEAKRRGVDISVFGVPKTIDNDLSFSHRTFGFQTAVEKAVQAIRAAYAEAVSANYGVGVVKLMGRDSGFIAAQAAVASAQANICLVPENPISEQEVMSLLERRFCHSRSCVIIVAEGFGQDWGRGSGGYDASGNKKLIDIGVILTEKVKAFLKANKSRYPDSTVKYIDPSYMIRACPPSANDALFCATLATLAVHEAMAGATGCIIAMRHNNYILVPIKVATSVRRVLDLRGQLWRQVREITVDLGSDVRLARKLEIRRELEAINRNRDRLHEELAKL
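1.25 nM PFK with 0.5 mM F6P and 0.1 mM ATP in 0.1 M TEA pH 8.0, 5 mM MgCl2, incubated 45 min at room temperature; ADP measured by ADP-Glo luminescence; compounds titrated up to 57 uM.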
USP2a inh – blocks human ubiquitin-specific protease USP2a; AID 463254; 0.01% of 330,000 active; USP2 core, Ub-CHOP2 coupled fluorogenic reporter, 485/531; Potency, µM (top dose mostly 38.3 µM), inactives show at the top dose activity change, negative = inhibition, hits mostly inhibitors;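 note: potency is the fitted concentration of half-maximal effect; plate controls were DMSO wells for no effect and full inhibition by NEM control for full effect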
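USP2 core (10nM final) preincubated 30min RT with compound in 20mM Tris-HCl pH 8.0, 2mM CaCl2, 2mM beta-mercaptoethanol, 0.05% CHAPS; 25nM Ub-CHOP2 plus 25nM reporter substrate added, fluorescence (Ex485/Em531) read after 60min.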
ELG1 DNA repair – inhibitors of ELG1-dependent DNA repair in HEK293T cells; HEK293T ELG1-luciferase reporter, luminescence, 16 h; DNA damage induced by 5-fluorouridine; 2.3% of 330,000 active; Potency, µM (series often up to 46.1 µM), without a hit: top-dose activity change, negative = inhibition, hits mostly inhibitors; note: potency is the fitted concentration of half-maximal effect; % is set by controls: 0 for no effect and ±100 for the full control effect; nearly all actives have a fitted effect of over 55% in size
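Step one: seed 2,000 cells per well. Step two: pin-transfer compound or DMSO alongside 5-fluorouridine. Step three: incubate 16 hr, 37 °C, 5% CO2. Step four: add ONE-Glo, wait 30 min, read luminescence.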
TCR activator – activates T cell receptor signaling | primary human leukocytes, anti-CD3, IL-2 HTRF, 48 h | Potency, µM (highest dose often 9.22 µM), without a hit: at the highest dose activation of IL-2 secretion, hits mostly activators | 330,000 tested, under 10 active | AID 504894; note: % of control where 0% means no effect
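Primary human leukocytes receive a-CD3 beads and test compound and are incubated 48 hr. Secreted IL-2 is then assayed by HTRF, measuring 665nm acceptor emission after 320nm excitation of the europium donor.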
TSHR antag – blocks TSH signaling through the human TSH receptor. P16473. TSHR-expressing cells, TSH-stimulated cAMP HTRF, 2 h; active compounds read low. activity change, negative = inhibition, % at 11.5 µM. 0.2% of 330,000 active;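 active = activity change below a set negative limit, meaning inhibition stronger than a set level, cut at about -70% in these data; inconclusive = activity change between two set negative limits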; note: % is set by controls: 0 for no effect and ±100 for the full control effect
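TSHR-expressing cells were treated with compounds, then stimulated with TSH at EC80 (4nM final) for 2 hours at 37 deg C. Cellular cAMP was measured by HTRF competition between lysate cAMP and cAMP-d2 for a cryptate-labelled anti-cAMP antibody.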
Chronic BCR inh – chronic active BCR signaling inhibition; AID 493014; 0.05% of 340,000 active; ABC-DLBCL IkBa-CBG/CBR reporter, luminescence ratio, 4 h; Potency, µM (top dose mostly 46.1 µM), for the others: at the highest dose ratio change, negative = lower green/red ratio, hits mostly inhibitors; active = well fitted inhibition curve with a large enough effect in the signal ratio, with a control signal flat, not every such curve was filed as active; inconclusive = small, poorly fitted or top-dose-only effect, or effect the other way, or a change in a side signal; the % refers to the signal ratio;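 note: potency is the fitted concentration of half-maximal effect; plate controls were basal doxycycline-induced cells for no effect and cells given 10 µM MG132 for full effect; MG132 reads +100%, hits lower the ratio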
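Compounds up to 46 uM were incubated four hours with TMD8 cells whose green CBG68 luciferase is fused to IkappaBalpha; red CBR luminescence normalised the signal, and concentration-effect curves were fitted to fusion, red and ratio data.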
* marks the source's active call; other numbers are inactive results; ? = inconclusive; nt = not tested or not shown; & = joins results of further samples; [ ] = dose if it differs, or a comment. Unless noted, calls come from the whole dose curve; as a rule, active = well fitted curve in the direction sought with a large enough effect; inconclusive = small, poorly fitted or top-dose-only effect, or another doubt; inactive = no such curve, though single readings can be large; an effect the other way counts as inactive or inconclusive.

SMILES | TSG101-PTAP inh | Mito fusion yeast | Eya2 phos inh | B2AR arrestin | uPA surface inh | Tb PFK inh | USP2a inh | ELG1 DNA repair | TCR activator | TSHR antag | Chronic BCR inh
Cc1c(CN2CCC(n3nccc3NC(=O)CCc3ccccc3)CC2)cnn1C | -4% | 2% | -1% | -0.2% | -5% | -3% | 2% | 15% | -5% | 31 | 0%
CCN(CC)C(=O)c1ccc(COc2ccccc2Cl)o1 | -10% | 25% | 8% | 0.4% | 2% | -3% | 4% | 17% | -5% | -14 | 0%
C/C(=N/O)c1ccc(N2C(=O)C3C4C=CC(C3C2=O)C2C3C(=O)N(c5ccc(/C(C)=N/O)cc5)C(=O)C3C42)cc1 (configuration not stated) | nt | -3% | -3% | -0.3% | nt | -3% | 2% | 11% | nt | 6 | 1%
CC(=O)Nc1ccc2c(c1)N(C(C)=O)c1ccccc1CC2 | 2% | ? | -17% | 5.2% | -1% | 2% | 2% | 21µM* | -5% | -7 | ?
COC(=O)c1cc(S(=O)(=O)N2CCN(C(=O)c3ccco3)CC2)cn1C | -3% | 1% | -5% | 0.0% | 4% | -6% | 1% | 13% | 3% | 0 | -1%
Cc1cc(C)n2ncc(C(=O)Nc3ccc4c(c3)OCO4)c2n1 | 1% | 10% | 10% | 0.2% | 4% | -1% | 0% | -8% | 3% | -4 | -3%
Cc1ccc(C)c(N(C(=O)c2csnn2)C(C(=O)NC2CCCC2)c2cccnc2)c1 (configuration not stated) | -2% | 1% | 4% | -0.2% | -2% | 6% | 2% | -2% | -3% | 4 | -1%
CC(C)CC1Nc2ncnc(N3CCN(c4ccccn4)CC3)c2N(Cc2ccc(Cl)cc2)C1=O (configuration not stated) | -6% | nt | 2% | -0.3% | -26% | -3% | -4% | -12% | 3% | -1 | -1%
COc1cc(C(=O)N(C)CCOc2ccccc2)ccc1OCC(=O)Nc1cccc(C(F)(F)F)c1 | -4% | 6% | -21% | 0.3% | -2% | -5% | -2% | ? | -1% | -5 | -20%
Cc1ccnc(NS(=O)(=O)c2ccc(NC(=O)Cc3ccc(Cl)cc3)cc2)n1 | 2% | 1% | 2% | 0.1% | -10% | 27µM* | 0% | 2% | -1% | -3 | -4%
COc1ccc(C(=O)NCC(=O)N2CC=C(c3ccccc3)CC2)cc1OC | -8% | 3% | -4% | -1.1% | -24% | -7% | -3% | -35% | 3% | -4 | -4%
COc1ccc(/C=C/c2nc3ccccc3n2C)cc1 | -1% | -10% | -2% | 0.0% | -17% | ? | 1% | ? | -1% | 0 | ?
O=C(Nc1ccc(Cl)c(Cl)c1)Nc1ccc(N2CCCC2)c(S(=O)(=O)Nc2ccccc2Cl)c1 | 0% | 1% | 2% | -0.1% | -12% | -4% | -6% | ? | 2%[46.1 µM] | 1 | ?
COc1ccc(-c2nn(CCC#N)cc2C=C(C#N)C#N)cc1 | 1% | 0% | -2% | 0.2% | -9% | -2% | -1% | 18% | -5% | -4 | ?
Cc1ccc(C)c(OCC(=O)Nc2ccc3c(c2)OCO3)c1 | 0% | -2% | -39% | 0.3% | -2% | 0% | -1% | ? | 4% | -9 | -3%
O=C(O/N=C1\CCCc2ccccc21)c1cccc(Cl)c1 | -9% | 18% | -25% | 0.0% | 0% | -2% | -5% | 12% | 4% | 14 | 7%
COc1ccccc1Nc1nc(N)nc(CSC(=S)N2CCCCC2C)n1 (configuration not stated) | -11% | 18% | 3% | -0.4% | -2% | -5% | 1% | -27% | -3%[46.1 µM] | 2 | 0%
CCOc1ccc(S(=O)(=O)N2CCN(C(=O)c3ccc(C)c(S(=O)(=O)N4CCOCC4)c3)CC2)cc1 | -3% | nt | 6% | -0.7% | -1% | ? | 2% | ? | -5% | nt | 0%
COc1ccc(NC(=O)C2C3C=CC(C3)C2C(=O)NCc2ccccn2)c(OC)c1 (configuration not stated) | -6% | -1% | 1% | -0.5% | 0% | 3% | -1% | 8% | 0%[46.1 µM] | -3 | 0%
CC(C)(C)[C@H]1C=C(C(=O)NC2CC2)O[C@@H](OCc2ccc(CO)cc2)C1 | 1% | -6% | -12% | -0.3% | -3% | 0% | -1% | 3% | 2% | 12 | 0%
CC(=O)Nc1cccc(N2C(=O)CC(Cc3ccccc3)C2=O)c1 (configuration not stated) | 2% | 5% | -3% | -3.2% | 2% | 1% | -1% | 0% | 1% | 19 | -1%
Cc1ccc2c(=O)cc(C(=O)NCCc3ccc(S(N)(=O)=O)cc3)oc2c1C | -5% | -8% | 12% | -1.0% | 0% | 1% | 6% | -10% | 2% | -11 | -1%
COCCN(Cc1ccccc1)C(=S)Nc1ccc(Cl)cc1 | 1% | -4% | -8% | -0.2% | -1% | -3% | 2% | ? | -6% | -17 | ?
COc1ccc(CNC(=O)CN(C(=O)CCC(=O)Nc2ccccn2)c2cccc(C)c2)cc1 | -9% | 1% | -2% | 0.2% | 13% | -2% | -2% | 6% | -3% | 40 | -6%
CC(C)(C)NC(=O)CSc1nnc(NC(=O)CCn2cnc3ccccc3c2=O)s1 | -2% | -4% | 3% | -0.5% | -2% | -1% | 1% | 3% | 14% | 1 | 2%
COC(=O)c1cc(NC(=O)Nc2ccccc2OC)cc(C(=O)OC)c1 | -2% | 3% | -4% | 0.1% | 4% | 0% | 3% | 0% | 2% | -18 | ?
COc1cc(C=NNC(=O)c2ccc(NS(=O)(=O)c3cccs3)cc2)cc(Br)c1O | -6% | nt | 4% | -0.4% | 3% | ? | 1% | -4% | -14%[46.1 µM] | -20 | ?
CSc1cccc(N=C2C(=O)Nc3ccccc32)c1 | 1% | 0% | 8% | -0.1% | -2% | -2% | 1% | 13% | -3% | -10 | -6%
O=C(NCC1CCCO1)C1CCCN1C(=O)Nc1ccccc1[N+](=O)[O-] (configuration not stated) | -4% | 3% | 0% | -1.5% | 3% | 4% | 2% | 13% | 2% | -13 | 3%
COc1ccc(NC(C)=O)cc1NC(C)C(=O)Nc1cccc(S(=O)(=O)N2CCOCC2)c1 (configuration not stated) | -7% | 0% | 16% | 0.3% | 26% | 1% | 3% | 13% | nt | 11 | ?
CC(C)n1c(O)c(N=Nc2ccc(Cl)nn2)c2ccccc21 | ? | 7% | -6% | -0.5% | 19% | 1% | ? | -1% | 8%[46.1 µM] | -3 | 11%
Cc1ccc(/C=C/S(=O)(=O)N2CCC(C(=O)O)CC2)cc1 | 0% | 1% | 4% | 0.3% | -1% | 2% | ? | 4% | nt | 5 | -4%
COc1ccc(/C=C2\SC(=O)N(CCC(=O)N3CCCCC3CCO)C2=O)cc1 (configuration not stated) | -1% | 20% | -5% | -1.1% | -4% | 3% | 2% | 3% | -6% | -1 | ?
Cc1cc(OCC(=O)Nc2ccccc2N2CCCCC2)ccc1C(C)C | 9% | -10% | -22% | 0.0% | 5% | -17% | 2% | 0% | 3% | 4 | 0%
COc1ccc(-c2cc(-c3ccccc3)nc(SC(C)C(=O)O)c2C#N)cc1 (configuration not stated) | 0% | 3% | 3% | -0.2% | -2% | 1% | 2% | -8% | nt | -8 | -10%
CN1CCN(CC(=O)N2c3ccccc3C(=O)Nc3cccnc32)CC1 | nt | 4%&-1% | -12%&-6% | 4.7% | nt | 1% | -12% | -1% | nt | 8&-5 | -2%
Cc1cc([N+](=O)[O-])ccc1NC(=O)C(C)NC1CCCCC1 (configuration not stated) | -2% | 0% | 4% | -0.8% | 3% | 1% | 3% | 0% | 0% | 8 | 4%
Cc1csc(NC(=O)C2CCCN(S(=O)(=O)c3ccc(Br)s3)C2)n1 (configuration not stated) | -3% | 9% | 22% | 0.2% | -2% | 1% | -5% | ? | 10% | -13 | 26%
COc1cccc(CNC(=O)c2nnn(CC(=O)Nc3ccc4c(c3)OCO4)c2N)c1 | -3% | -1% | 5% | 0.5% | -5% | -6% | 2% | -3% | 9% | -2 | -20%
NNC(=O)[C@H](Cc1ccccc1)NC(=O)Nc1ccc2c(c1)OCCO2 | -2% | 11% | -1% | 6.5% | 3% | 0% | -1% | 4% | 2% | 1 | ?
Cn1c(=O)oc2cc(S(=O)(=O)NCCC(=O)NC3CCCC3)ccc21 | nt | 1% | 5% | -0.1% | 10% | 0% | 3% | 4% | nt | 13 | 9%

From PubChem BioAssay
